FUS suppressor – suppressors of FUS proteinopathy in yeast; Potency, µM (top dose mostly 76.6 µM), for the others: at the highest dose growth rescue (activation), actives largely listed as activators; S. cerevisiae FUS-expressing, growth rescue, OD600, 24 h; 390,000 tested, 0.24% active;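 further: potency means the concentration at half of the fitted maximal effect; plate controls were DMSO vehicle for no effect and reference control for full effect; nearly all actives have a fitted effect of over 55% in size; some results filed as inactive show a strong effect at the top dose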
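FUS-expressing yeast, raffinose-pregrown, induced in 2% galactose minimal medium at OD 0.005; compounds in a dilution series, 24hr at 30C. Growth restoration read as absorbance at 600 nm. CP55940 positive control, DMSO negative.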
Abeta rescue – compounds reversing amyloid beta toxicity in yeast; yeast expressing A-beta42, growth rescue, OD600, 48 h; response scale: 0% DMSO, 100% iron-clioquinol control; Potency, µM (series often up to 46.1 µM), inactives show at the top dose growth rescue, hits mostly activators; 410,000 tested, 0.063% active; AID 1347071; further: potency means the concentration at half of the fitted maximal effect; nearly all actives have a fitted effect of over 55% in size
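Growth rescue measured by 600 nm absorbance after 48 h yeast culture at 30 C with compound. Values normalized between DMSO and an equimolar ferric chloride plus clioquinol control.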
TDP43 rescue – rescues yeast growth from TDP-43 toxicity; TDP-43 expressing yeast growth rescue, BacTiter-Glo, 24 h; Potency, µM (top dose mostly 46.1 µM), for the others: top-dose growth rescue (activation), most hits filed as activators; 410,000 tested, 1.8% active; AID 652104; further: potency means the concentration at half of the fitted maximal effect; % of control where 0% means no effect; nearly all actives have a fitted effect of over 50% in size
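Yeast cells expressing TDP-43 under galactose induction are exposed to compounds for 24 hr at 30 deg C. BacTiter-Glo luminescence measures growth, so protective compounds score as activators.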
Mm-Cpn inhibitor – inhibitors of Methanococcus maripaludis chaperonin (MmCpn); Potency, µM (highest dose often 76.9 µM), for the others: at the highest dose activity, negative = inhibition, most hits filed as inhibitors; 330,000 tested, 0.031% active; purified Mm-Cpn ATPase, ADP Transcreener TR-FRET; further: potency means the concentration at half of the fitted maximal effect; on the % scale 0 is the no-effect control and ±100 the full control effect; nearly all actives have a fitted effect of over 80% in size
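Eu-cryptate anti-ADP/ADP-d2 competition gives a ratio inversely related to ADP. Enzyme at 25 nM was pre-exposed to compound for 10 min, then given 10 uM ATP for 30 min, 37°C throughout.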
Akt phos inh – Akt phosphorylation inhibition. activity change, % for hits at 50 µM. Neuro2A IGF-stimulated pAkt S473 HTRF, 20 min; hits give low values. 360,000 tested, 0.32% active; in the data active means activity change below about -80%; inconclusive means mostly about -51% to -80%; further: on the % scale 0 is the no-effect control and ±100 the full control effect
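Single-point screen (50 µM final compound) in Neuro2A cells stimulated 20 min with 6 nM IGF at 37 deg C. After lysis, Ser473-phosphorylated Akt read by HTRF (ex 330 nm, em 615/665 nm) as the 665/615 ratio.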
aSyn yeast inh – alpha-synuclein toxicity inhibition in yeast | Yeast expressing alpha-synuclein, growth rescue, BacTiter-Glo, 24 h | Potency, µM (titrated, usually from 46.1 µM), without a hit: top-dose growth rescue (activation), hits mostly activators | 370,000 tested, 0.14% active | AID 652106; further: potency means the concentration at half of the fitted maximal effect; % of control where 0% means no effect; nearly all actives have a fitted effect of over 65% in size
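Galactose-induced alpha-syn yeast (OD600=0.02, raffinose-pregrown) + pinned cpd, 24 hr, 30 deg C; growth by BacTiter-Glo luminescence. Growth restoration scores as activation.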
GLP-1R inv ag – inverse agonists of human GLP-1 receptor; P43220; HEK293 GLP-1R CRE-luciferase, luminescence, 24 h; GLP-1R form is constitutively active; Potency, µM (top dose mostly 38.3 µM), for the others: top-dose activity change, negative = inhibition, usual class: inhibitors; 410,000 tested, 1.6% active; further: potency means the concentration at half of the fitted maximal effect; on the % scale 0 is the no-effect control and ±100 the full control effect; nearly all actives have a fitted effect of over 55% in size
Target sequence (P43220 whole entry, looked up): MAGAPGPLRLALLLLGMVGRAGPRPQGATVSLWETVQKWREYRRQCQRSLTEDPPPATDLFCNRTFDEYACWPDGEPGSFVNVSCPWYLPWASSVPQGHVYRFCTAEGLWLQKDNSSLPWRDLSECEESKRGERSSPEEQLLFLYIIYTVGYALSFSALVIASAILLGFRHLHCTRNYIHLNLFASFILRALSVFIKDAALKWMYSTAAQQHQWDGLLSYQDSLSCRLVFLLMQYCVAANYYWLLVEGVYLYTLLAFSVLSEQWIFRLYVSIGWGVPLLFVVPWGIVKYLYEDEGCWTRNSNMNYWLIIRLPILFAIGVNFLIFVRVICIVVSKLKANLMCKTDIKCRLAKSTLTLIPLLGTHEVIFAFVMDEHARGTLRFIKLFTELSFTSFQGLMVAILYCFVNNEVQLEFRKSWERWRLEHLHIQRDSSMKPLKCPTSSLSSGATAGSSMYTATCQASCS
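Constitutively active GLP-1R drives a cAMP-responsive luciferase in stably transfected HEK293 cells; test compounds are added after overnight (12 h) attachment and left 24 hr, and signal loss in luminescence marks inhibition.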
HEK293 tox – cytotoxicity counter-screen for GLP-1 receptor inverse agonists; HEK293 cAMP-luciferase reporter cells, luminescence, 24 h; Potency, µM (titrated, usually from 38.3 µM), without a hit: at the top dose activity change, negative = inhibition, hits mostly inhibitors; 410,000 tested, 0.13% active;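 further: loss of luciferase light is scored as toxicity; potency means the concentration at half of the fitted maximal effect; on the % scale 0 is the no-effect control and ±100 the full control effect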
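A 23 nL compound transfer followed 12 hours of cell culture at 37 deg C; exposure then lasted 24 hr. Luciferase assay detection reagent was dispensed and plates read for luminescence after a 12 min room-temperature wait.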
PTHR1 agonist – PTHR1 (human) receptor agonism. Q03431. HEK293 GP2 PTHR1 cells, GloSensor cAMP luminescence, 1 h. Potency, µM (titrated, usually from 115 µM), for the others: at the top dose activation, hits mostly activators. 410,000 tested, 0.075% active; further: potency means the concentration at half of the fitted maximal effect; nearly all actives have a fitted effect of over 55% in size; some results filed as inactive show a strong effect at the top dose; inactives centre near -15; many of its hits are not listed in these tables
Target sequence (Q03431 whole entry, looked up): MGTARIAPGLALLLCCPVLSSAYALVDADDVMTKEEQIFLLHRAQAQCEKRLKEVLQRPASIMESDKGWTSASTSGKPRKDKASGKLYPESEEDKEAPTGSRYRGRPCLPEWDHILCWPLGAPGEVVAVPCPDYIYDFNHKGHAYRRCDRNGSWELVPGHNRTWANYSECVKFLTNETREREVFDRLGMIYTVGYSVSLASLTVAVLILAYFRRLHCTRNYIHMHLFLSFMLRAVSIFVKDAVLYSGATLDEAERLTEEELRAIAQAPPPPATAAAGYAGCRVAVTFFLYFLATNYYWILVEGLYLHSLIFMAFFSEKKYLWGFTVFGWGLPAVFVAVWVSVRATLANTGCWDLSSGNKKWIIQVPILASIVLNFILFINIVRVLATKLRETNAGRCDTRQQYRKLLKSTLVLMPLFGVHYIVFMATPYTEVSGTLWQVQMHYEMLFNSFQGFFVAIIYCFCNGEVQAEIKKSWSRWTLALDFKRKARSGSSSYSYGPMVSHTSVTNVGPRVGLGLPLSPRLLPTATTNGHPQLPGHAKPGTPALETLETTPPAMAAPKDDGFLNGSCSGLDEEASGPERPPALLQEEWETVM
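HEK-293-derived GP2 cells expressing PTHR1 and a GloSensor cAMP reporter, 3,000/well, plated overnight, given luciferin plus IBMX (each 0.5 mM as added) for 1 h at 37 °C, then compound for 1 h at 37 °C. Luminescence was read after 15 min at room temperature.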
* hit, by the source's call; i = inactive; ? = inconclusive; nt = no result given; & = joins results of further samples; [ ] = dose if it differs, or a comment. Unless noted, the call rests on the fitted dose curve; in most records, active means well fitted curve in the direction sought with a large enough effect; inconclusive means small, poorly fitted or top-dose-only effect, or another doubt; inactive means no such curve, though single readings can be large; an effect the other way counts as inactive or inconclusive.

SMILES | FUS suppressor | Abeta rescue | TDP43 rescue | Mm-Cpn inhibitor | Akt phos inh | aSyn yeast inh | GLP-1R inv ag | HEK293 tox | PTHR1 agonist
CC(C)CC(=O)Nc1ccccc1N1CCN(C(=O)c2ccccc2)CC1 | 14.7% | 1.3% | 18.5% | -2.3% | i | 2.7% | -12.0% | -10.8% | -0.7%[57.5 µM]
Cc1ccc2nc(-c3ccc(F)cc3)c(CC3CCCCC3)n2c1 | 5.8% | -0.2% | 18.8% | nt | i | 12.5% | -9.5% | 8.2% | -7.9%
CC(C)Cn1c(NCCN(C)C)nc2c1c(=O)[nH]c(=O)n2C | -3.2% | 9.3% | -11.7% | -0.7% | i | -5.3% | -18.2% | 6.9% | i
O=C(NCCc1ccc(Cl)cc1)c1ccc(CS(=O)Cc2ccccc2Cl)o1 (stereo not drawn) | 32.1%&27.4% | 0.1%&-7.3% | 9.3%&15.0% | ? | i | -3.9% | ? | -14.5%&-5.7% | -22.1%&-43.6%
CCc1ccccc1NC(=O)CCC(=O)Nc1nnc(C(C)C)s1 | -4.1% | -2.0% | 12.8% | -3.2% | i | -8.6% | 2.6% | -4.9% | -19.5%
CC1CCN(C(=O)c2ncn3c2c(=O)[nH]c2cccnc23)CC1 | 5.2% | -13.3% | 0.0% | nt | i | 1.0% | 16.6% | 1.3% | -19.8%
CCn1c(Cc2ccccc2)nnc1SCC(=O)Nc1ccc(S(N)(=O)=O)cc1 | 2.6% | -1.3% | -11.0% | -3.3% | i | 7.7% | 8.9% | -2.0% | i
CC(=O)Nc1ccc(S(=O)(=O)NC2=C(N3CCN(Cc4ccccc4)CC3)C(=O)c3ccccc3C2=O)cc1 | -8.3% | -6.8%&-6.3% | -18.4%&-3.8% | -2.5% | i | -10.3%&-2.5% | ? | ? | -9.3%
CN(C)c1ccc(N2C(=NC(=O)C3CCCO3)SC3CS(=O)(=O)CC32)cc1 (stereo not drawn) | ? | -10.6% | -12.8% | -0.6% | i | -5.3% | 16.4% | -11.0% | -29.3%
Cc1ccc(NC(=S)Nn2cnnc2)cc1 | -9.7% | -14.0% | 17.3% | -19.2% | i | -11.7% | 13.6% | 1.1% | i
CCC1CCCCN1CCCNC(=O)c1csc2c1CCCCC2 (stereo not drawn) | -2.7% | -5.7% | 10.5% | 3.5% | nt | 11.4% | ? | -16.5% | i
CCc1ccc(N2C(=O)C3NN=C(C(=O)OCc4ccccc4)C3C2=O)cc1 (stereo not drawn) | 23.8% | 18.9% | 10.7% | -0.1% | i | -0.4% | -2.7% | 9.3% | i
Cc1ccc(C)c(Oc2cc(F)nc(N)n2)c1 | 12.7% | -28.2% | ? | 0.5% | i | -26.6% | 0.1% | 11.6% | i
O=C(C1CCCCC1)N1C[C@@H](n2cc(C3CC3)nn2)[C@H](O)C[C@@H]1c1ccc(Cl)cc1 | -3.5% | 13.5% | 21.0% | nt | i | -11.9% | 16.3% | 0.6% | -33.0%[inhibitor]
Brc1ccc(C2Nc3cccc4cccc(c34)N2)s1 | nt | -4.4% | -1.3% | -9.8% | i | -13.8% | 11.3% | ? | -4.2%
O=C(NCCc1ccccn1)c1cc(-c2ccc(Cl)c(Cl)c2Cl)nc2ccccc12 | nt | -21.9% | 28.1% | -9.4% | i | -7.5% | ? | -26.9% | -16.6%
COc1cc(C(=O)NCC(=O)N/N=C/c2ccccn2)cc(OC)c1OC | -8.7% | -9.0% | 15.4% | -0.5% | i | -6.5% | 45.3%[activator] | 13.2% | i
CCN1CCCC1CNC(=O)CSCc1nc(-c2ccccc2C)oc1C (stereo not drawn) | 27.7% | 10.5% | -20.3% | -0.8% | nt | nt | -14.8% | -22.5% | i
CCOc1ccc(OCc2ccc(C(=O)Nc3ccc(Cl)cn3)o2)cc1 | 20.9% | 6.3% | -30.4%[inhibitor] | -1.1% | i | -1.5% | ? | 0.0% | i
O=C(NP(=O)(N1CCOCC1)N1CCOCC1)C1=C(N2CCOCC2)/C(=C\c2ccccc2)CC1 | 20.8% | -14.0% | 0.9% | -1.2% | i | -5.4% | 14.8% | 26.6% | i
O=C(c1ccccc1)c1nc2c(n1O)CCCCC2 | -5.8% | -1.2% | -18.0% | -0.8% | i | -6.8% | 13.8% | 0.1% | i
NC(=O)c1c(NC(=O)c2cccs2)sc2c1CCCCCC2 | 18.5% | 9.9% | ? | 1.0% | i | -23.9% | -7.4% | 2.3% | i
CCn1c(SCC(=O)NCc2ccc3c(c2)OCO3)nnc1-c1ccncc1 | 2.9% | 5.1% | -1.3% | 0.4% | i | 0.9% | -1.2% | 1.2% | -0.8%
O=C(C1CCN(S(=O)(=O)N2CCC3(CC2)OCCO3)CC1)N1CCOCC1 | 13.4% | 9.5% | -14.4% | -0.7% | nt | 0.4% | 4.2% | 7.0% | -0.5%[57.5 µM]
CC1(C)Cc2ccccc2C(N)=C1C#N | 15.6% | -9.4% | -1.2% | -0.9% | i | 4.7% | 10.0% | 4.9% | -22.3%
CCc1ccc2c(c1)c(N=NC1=NC(=O)CS1)c(O)n2C | -12.2% | 8.2% | -12.5% | 1.5% | i | -0.8% | 11.2% | -0.9% | i
Oc1oc(-c2ccccc2Br)nc1/C=N/c1ccccn1 | -30.5% | 1.1% | ? | -2.4% | i | -4.3% | -2.8% | 10.2% | -12.1%
CCN1CCN(C(CNS(=O)(=O)c2ccccc2)c2cccnc2)CC1 (stereo not drawn) | 21.1% | 14.8% | -25.3% | -0.3% | i | -3.6% | 4.8% | -7.4% | -20.8%
COc1cc(/C=N\n2cnnc2)ccc1OCC(=O)Nc1ccc(C)cc1 | 11.4% | 0.5% | 3.8% | -1.3% | i | 5.2% | 14.0% | -0.7% | i
O=C1C(Cc2ccccc2)NC(=S)N1Cc1ccccc1 (stereo not drawn) | -20.4% | ? | ? | -0.4% | i | 18.1% | ? | 3.7% | -5.9%

Entries of single compounds, quoted from the list. Screens in order: FUS suppressor, Abeta rescue, TDP43 rescue, Mm-Cpn inhibitor, Akt phos inh, aSyn yeast inh, GLP-1R inv ag, HEK293 tox, PTHR1 agonist
CCN1CCCC1CNC(=O)CSCc1nc(-c2ccccc2C)oc1C (stereo not drawn) as listed: 27.7%, 10.5%, -20.3%, -0.8%, nt, nt, -14.8%, -22.5%, i
O=C(NP(=O)(N1CCOCC1)N1CCOCC1)C1=C(N2CCOCC2)/C(=C\c2ccccc2)CC1 as listed: 20.8%, -14.0%, 0.9%, -1.2%, i, -5.4%, 14.8%, 26.6%, i
O=C1C(Cc2ccccc2)NC(=S)N1Cc1ccccc1 (stereo not drawn) as listed: -20.4%, ?, ?, -0.4%, i, 18.1%, ?, 3.7%, -5.9%
CCn1c(SCC(=O)NCc2ccc3c(c2)OCO3)nnc1-c1ccncc1 as listed: 2.9%, 5.1%, -1.3%, 0.4%, i, 0.9%, -1.2%, 1.2%, -0.8%

More structures.
SMILES | FUS suppressor | Abeta rescue | TDP43 rescue | Mm-Cpn inhibitor | Akt phos inh | aSyn yeast inh | GLP-1R inv ag | HEK293 tox | PTHR1 agonist
CCc1nc(N=Nc2c(O)[nH]c3ccccc23)c2c3c(sc2n1)CCC3 | -25.0% | -7.3% | 5.8% | 1.1% | i | -0.1% | 28.7% | 0.7% | -13.5%
CC(=O)[C@@]12O[C@@H]1C[C@H]1[C@@H]3CC[C@H]4C[C@@H](O)CC[C@]4(C)[C@H]3CC[C@@]12C | -30.2% | -5.4% | -18.0% | 2.9% | i | 18.6% | 17.6% | 29.5% | -19.9%
Cc1cccc2nc(-c3ccccc3)nc(N[C@@H](CO)c3ccccc3)c12 | 20.4% | -9.2% | -22.0% | -3.6% | i | -1.7% | ? | ? | -76.6%[inhibitor]
Cc1cccc(OCC(=O)Nc2cc(Cl)ccc2-n2cncn2)c1C | 5.9% | -8.0% | -8.3% | -19.8% | i | ? | -7.5% | 1.7% | -10.9%
NS(=O)(=O)c1ccc(NC(=S)NC(=O)C2CCCC2)cc1 | -0.6% | -2.4% | -10.3% | 0.8% | i | -2.7% | 1.9% | 6.2% | -0.2%
COc1ccc(-n2c(C)c([N+](=O)[O-])c3ccc(O)c(CN(C)C)c32)cc1 | 5.6% | 7.8% | 9.3% | 0.1% | i | 3.4% | ? | -12.4% | i
COc1ccc(NC(=O)CSCC(=O)Nc2ccccc2N2CCCC2)cc1 | 5.3% | 7.3% | 9.8% | 0.7% | i | -0.7% | ? | 12.4% | -9.8%
O=C1CCc2cc(S(=O)(=O)N3CCC(C(=O)NC4CCCC4)CC3)ccc2N1 | -11.3% | 5.1% | 22.9% | 1.6% | i | -2.2% | 11.0% | -14.3% | i
Cc1cccc(-c2noc(CCC(=O)Nc3ccc(C(N)=O)cc3)n2)c1 | -15.2% | -7.4% | 13.6% | 0.1% | i | -2.1% | 3.5% | 2.4% | -16.4%
COc1ccc(OC)c(S(=O)(=O)N(C)CC(=O)N2CCN(c3ccc(F)cc3)CC2)c1 | 15.2% | -10.4% | -13.1% | 2.7% | i | -0.2% | -21.0% | -1.4% | -9.9%[57.5 µM]
Cn1c(Oc2ccccc2)c(C=O)c2ccccc21 | 4.5% | -23.7% | 10.4% | -3.3% | i | -2.4% | ? | 5.4% | -26.6%[57.5 µM]
CN(C(=O)CSc1nnc2n1CCCCC2)C1(C#N)CCCCC1 | -26.4% | 2.1% | -11.5% | 0.0% | i | -8.5% | -16.4% | -6.5% | -0.5%
Cc1[nH]n(-c2ccccc2)c(=O)c1C(c1ccccc1[N+](=O)[O-])C(C#N)C#N (stereo not drawn) | 0.4% | 19.5% | ? | 0.0% | i | 6.3% | -13.8% | -31.1% | -34.9%

Compound activity as filed in PubChem BioAssay.

These rows are one share of the data. The share of hits here may be higher or lower than overall.
